inhibitors of VEEV = inhibitors of VEEV TC-83 cytopathic effect, confirmation, Vero cells (AID 588727); one-dose inhibition, % at 20 µM; IC50 in µM for titrated hits; Vero cells, VEEV TC-83 cytopathic effect inhibition; higher % means a stronger effect; 0.13% of 350,000 active; in the data active = a potency from the dose series; inconclusive = inhibition mostly from about 14% at the one dose, without a potency; inactive = the rest, 99 in 100 with inhibition below about 12%; note: strong numbers were not always called active
H1N1 NS1A inhibition = H1N1 influenza NS1A inhibitors, functional cell based assay (AID 504329); NS1A functional cell-based assay, percent inhibition; higher % means a stronger effect; inhibition, % at 12.5 µM; hits with a dose series show IC50 in µM; 0.3% of 340,000 active; in the data active = a potency from the dose series; inconclusive = inhibition above about 27% without an active follow-up result; note: strong numbers were not always called active
tuberculosis growth = growth inhibition of non-replicating M. tuberculosis (AID 488890) | inhibition, % at 25 µM; hits with a dose series show IC50 in µM | 0.39% of 320,000 active | Mycobacterium tuberculosis non-replicating, growth inhibition; higher % means a stronger effect; in the data active = a potency from the dose series; inconclusive = inhibition mostly from about 82% at the one dose, without a potency; inactive = the rest, 99 in 100 with inhibition below about 76%;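 note: plate controls were DMSO cells for no effect and high antibiotic wells for full effect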
PhoP GFP inhibition = PhoP regulon inhibitors, Salmonella typhi PhoP promoter GFP reporter, confirmatory (AID 1850) | Salmonella Typhi PhoP-promoter GFP reporter, fluorescence, 4 h; higher % means a stronger effect | one-dose inhibition, % at 50 µM; IC50 in µM for titrated hits | 0.33% of 310,000 active; in the data active = a potency from the dose series; inconclusive = inhibition mostly from about 25% at the one dose, without a potency; inactive = the rest, 99 in 100 with inhibition below about 19%;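 note: 0% = induced wells with vehicle and 100% = uninduced wells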
M. tuberculosis HTS = M. tuberculosis growth inhibition, HTS (AID 449762) | M. tuberculosis H37Rv growth inhibition, 7H9 media; higher % means a stronger effect | one-dose inhibition, % at 25 µM; IC50 in µM for titrated hits | 0.59% of 330,000 active; in the data active = a potency from the dose series; inconclusive = inhibition above about 70% without an active follow-up result;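 note: bacterial growth assessed after seven days of incubation; strong numbers were not always called active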
inhibitors of VEEV 10K pilot screen = also measured in inhibitors of VEEV; calls as there; inhibition, %; measured here: 10K pilot screen inhibition
Starred values were filed as active, the others as inactive; i = inactive; ? = inconclusive; . = no result given; & = joins results of further samples. Rows are unselected, and some 1.5% of all compounds hit somewhere here.

SMILES	inhibitors of VEEV	H1N1 NS1A inhibition	tuberculosis growth	PhoP GFP inhibition	M. tuberculosis HTS	others
CCOc1cc(C(=O)N2CCN(C/C=C/c3ccccc3)CC2)cc(OCC)c1OCC	i	4%	19%	-3%	-7%
COc1ccc(-c2cc(=O)oc3cc(OCC(=O)NCC4CCC(C(=O)O)CC4)ccc23)cc1 (centres undefined)	0.6%	-1%	6%	1%	-2%
O=C1OCCN1N1CCOC1=O	1.9%	2%	.	.	.
O=S(=O)(Nc1ccncc1Cl)c1cc(Cl)ccc1Cl	0.6%	-2%	28%	11%	2%
CC(=O)Nc1cccc(N2C(=O)CCC2=O)c1	0.6%	5%	-19%	7%	-6%
COc1cccc(NC(=O)c2cccc(S(=O)(=O)N3CCN(Cc4ccccc4)CC3)c2)c1	8.8%	11%	8%	0%	7%
CCOC(=O)c1cc(CNC(=O)c2c(C)oc3c2CCCC3)c(C)o1	2.2%	-4%	-12%	8%	-2%
CCCN1C(=O)c2ccccc2NC1c1ccc(OC)cc1OC (centres undefined)	i	2%	11%	2%	4%
CC(=O)N1CCN(S(=O)(=O)c2cccc(C(=O)NNC(=O)COc3ccc(F)cc3)c2)CC1	5.4%	5%	-25%	.	-2%
Cc1cc(Cl)ccc1NC(=S)NC(C)(C)C	i	-6%	73%	-14%	4%
Cc1ccc(C(=O)CSc2ccc(-c3cccnc3)nn2)cc1	5.6%	-22%	6%	6%	-8%
O=c1[nH]c(SCc2cccc(Cl)c2)nc2ccccc12	1.2%	-14%	10%	-15%	5%
Cn1c(NCCO)nc2c1c(=O)n(Cc1ccc(F)cc1)c(=O)n2C	1.0%	-5%	-5%	-8%	-2%
COC(=O)c1ccc2[nH]c([C@H](C)O)c([C@H](C)O)c2c1	0.8%	-2%	0%	7%	20%
O=C(Nc1ccc2ccccc2c1)c1ccccc1O	2.3%	-7%	59%	6%	1%
Cc1cc(=O)oc2c(C(=O)/C=C/c3ccccc3)c(O)ccc12	0.4%	-6%	36%	-6%	7%
Fc1ccc2cnc(-c3ccccc3)cc2c1	i	-7%	7%	.	3%
NC(N)=N/N=C/c1ccc(OCc2ccccc2Cl)cc1	i	16%	?	31µM*	10%
O=C(Nc1ccc(NC(=S)NC(=O)C(c2ccccc2)c2ccccc2)cc1)c1ccccc1	0.3%	5%	26%	-2%	-1%
CC(=O)C(C)Oc1ccc2c3c(c(=O)oc2c1)CCCC3 (centres undefined)	2.1%	-2%	6%	-13%	11%
O=C(NC(=S)NC1C2CC3CC(C2)CC1C3)C12CC3CC(CC(C3)C1)C2 (centres undefined)	3.5%	-2%	?	-7%	12%
CCCSc1nnc(-c2ccccc2NC(=O)CC)c(=O)[nH]1	0.9%	8%	8%	-9%	-5%
COC(=O)c1ccccc1NC(=O)C/C(C)=N/NC(=O)Cc1ccc(Cl)cc1	1.4%	-9%	-15%	-24%	10%
Cc1nc2ccc(NC(=O)c3cccnc3)cc2s1	1.0%	-2%	20%	13%	1%
CCOC(=O)c1c(C)[nH]c(C)c1S(=O)(=O)NCC1CCN(Cc2cccc(Cl)c2)CC1	1.5%	2%	42%	7%	5%
CCCCn1c(C)cc2cc(O)ccc21	0.5%	10%	57%	-2%	12%
Cc1nnc(NC(=O)C2CCN(C(=O)c3ccco3)CC2)s1	i	7%	0%	-3%	3%
O=C(Cc1ccc([N+](=O)[O-])cc1)N1N=C(c2ccncc2)CC1(O)C(F)(F)F (centres undefined)	1.2%	-1%	7%	5%	-5%
O=C(Nc1nnc(-c2ccccn2)o1)c1cccc(Br)c1	1.2%	-4%	?	3%	?
COc1cc(/C=C/c2ccc3cccc(O)c3n2)cc(Cl)c1OC	22%	-14%	?	-14%	?
COc1ccccc1N(CC(=O)Nc1ccccc1)S(=O)(=O)c1cccs1	7.8%	-2%	1%	.	-4%
COC(=O)c1cccc(-n2c(C)cc(C=O)c2C)c1C	i	-4%	20%	7%	-3%
O=C(Nc1ccc(C(=O)N2CCC(O)(c3ccc(Cl)c(C(F)(F)F)c3)CC2)cc1)c1ccc(Br)o1	2.6%	-2%	26%	12%	9%
Cc1cccc(-n2c(/C=C/c3ccc([N+](=O)[O-])o3)nc3ccccc3c2=O)c1	11µM*	-1%	.	2%	2%	inhibitors of VEEV 10K pilot screen=22*
CCOc1cc(N2CCOCC2)c(OCC)cc1NC(=O)CSc1ccccc1C(=O)O	i	6%	-3%	.	-1%
CNC(=O)CSc1nnc(-c2cccnc2)n1CCc1ccccc1	i	-5%	0%	-15%	-6%
CCOC(=O)c1c(-c2ccc(C)cc2)csc1NC(=O)CCSc1nnc2ccccn12	0.5%	-11%	16%	7%	6%
C=Cn1ccnc1P(=S)(c1ccc2c(c1)c1ccccc1n2CC)c1nccn1C=C	3.6%	-3%	64%	3%	5%
CNCCC(Oc1ccc(C(F)(F)F)cc1)c1ccccc1 (centres undefined)	4.7%	-6%	37%	6%&6%	19%
CCn1c(CC(=O)Nc2ccccc2)n[nH]c1=S	0.4%	4%	14%	-18%	-1%
CCN1C(=O)C2(C(C#N)=C(N)Oc3cc(C)oc(=O)c32)c2ccccc21 (centres undefined)	1.7%	10%	-12%	7%	-5%
CC12C=CC(=O)C=C1CCC1C2CCC2(C)C(C(=O)CO)CCC12 (centres undefined)	0.6%	2%	.	.	.
CC(/C=N/NC(=O)CSc1nc2ccccc2n1C)=C\c1ccco1	3.4%	6%	-3%	-5%	-7%
CCOCCCNC(=O)CCCn1nc(C)n2c(cc3sccc32)c1=O	1.8%	28%	10%	-4%	-2%	inhibitors of VEEV 10K pilot screen=0.6
CCOC(=O)C1CCN(C(=O)C2CCN(S(=O)(=O)c3cc(Cl)ccc3Cl)CC2)CC1	i	0%	7%	9%	-5%

Grouped by structure: the compounds so far containing two or more sulfur atoms (2)
SMILES	inhibitors of VEEV	H1N1 NS1A inhibition	tuberculosis growth	PhoP GFP inhibition	M. tuberculosis HTS	others
COc1ccccc1N(CC(=O)Nc1ccccc1)S(=O)(=O)c1cccs1	7.8%	-2%	1%	.	-4%
CCOC(=O)c1c(-c2ccc(C)cc2)csc1NC(=O)CCSc1nnc2ccccn12	0.5%	-11%	16%	7%	6%

The list continues.
SMILES	inhibitors of VEEV	H1N1 NS1A inhibition	tuberculosis growth	PhoP GFP inhibition	M. tuberculosis HTS	others
COC(=O)c1c(-c2snnc2C)n[nH]c1C	i	1%	-5%	11%	-12%
C=CCN(CC=C)C(=O)C1CC(=O)N(c2ccc(Br)cc2)C1 (centres undefined)	2.4%	6%	1%	-1%	-6%
CN1CCN(CC(=O)c2ccccc2F)CC1	0.7%	-4%	-19%	-8%	2%
Nc1ncnc2nc(SCC(=O)Nc3ccccc3F)[nH]c12	1.1%	-4%	4%	2%	10%
COc1ccc(C(=O)N/N=C(\C)Cn2cnc([N+](=O)[O-])n2)cc1	0.1%	-4%	16%	9%	-10%
COC(=O)N/N=C/c1cccnc1	i	-2%	-16%	3%	-7%
S=c1nc2ccccc2c2nc(-c3ccccc3Br)[nH]n12	0.6%	-15%	0%	-9%	8%
CC(C)(CO)CN1CCC(n2nccc2NC(=O)C2CCCC2)CC1	1.8%	-3%	-1%	-4%	-10%
COc1cc2ncnc(NCc3ccco3)c2cc1OC	0.4%	-3%	5%	2%	2%
Nc1nc(CSc2nc3ccccc3s2)nc(Nc2ccccc2)n1	.	.	21%	-10%	10%
Cc1ccc(S(=O)(=O)NN2C(=O)c3ccccc3NC2C)cc1 (centres undefined)	1.1%	-11%	9%	-9%	2%
O=C(Nc1ccccn1)c1c(O)c2cccc3c2n(c1=O)CCC3	0.6%	-7%	-8%	-10%	3%
CN1CCN(CC(=O)c2cc(C(C)(C)C)c(O)c(C(C)(C)C)c2)CC1	1.4%	-2%	3%	0%	10%
CCN(CC)c1nc(N2CCOCC2)nc2ccccc12	0.3%	-4%	36%	-5%	-1%
Cc1ncoc1C(=O)Nc1cccc(Cl)c1	2.2%	-16%	.	-2%	.

Arranged by molecular weight (low to high): 3 of the compounds above.
SMILES	inhibitors of VEEV	H1N1 NS1A inhibition	tuberculosis growth	PhoP GFP inhibition	M. tuberculosis HTS	others
O=C(Nc1ccccn1)c1c(O)c2cccc3c2n(c1=O)CCC3	0.6%	-7%	-8%	-10%	3%
Cc1ccc(S(=O)(=O)NN2C(=O)c3ccccc3NC2C)cc1 (centres undefined)	1.1%	-11%	9%	-9%	2%
S=c1nc2ccccc2c2nc(-c3ccccc3Br)[nH]n12	0.6%	-15%	0%	-9%	8%

Additional results follow.
SMILES	inhibitors of VEEV	H1N1 NS1A inhibition	tuberculosis growth	PhoP GFP inhibition	M. tuberculosis HTS	others
COc1ccccc1CNC(=O)[C@H](Cc1c[nH]c2ccccc12)NC(=O)[C@@H]1Cc2ccccc2CN1	0.0%	6%	69%	5%	1%
O=C(Nc1cccc(F)c1)[C@@H]1CCCN1	1.9%	-8%	-16%	-6%	3%
Cc1ccc(Cn2c(O)c(N=NC(=S)Nc3ccccc3F)c3ccccc32)cc1	3.8%	10%	-8%	6%	6%
Cc1csc(Nc2ccc(Cl)cc2)n1	0.8%	2%	16%	-5%	-4%
CC1CCN(C(=O)Cn2nnnc2CN2CCOCC2)CC1	2.4%	-1%	2%	-9%	-3%
CNc1nc(Oc2ccc(=O)n(C)n2)nc(N2CCOCC2)n1	0.9%	8%	-4%	-6%	-4%
Cc1cc(C)c(NC(=O)CS(=O)CC(=O)N2CCN(c3ccccc3)CC2)c(C)c1 (centres undefined)	4.1%	21%	-4%	-11%	-10%	inhibitors of VEEV 10K pilot screen=1.5
CCCN(CCC)Cc1c(C(=O)N/N=C/c2ccc(Br)cc2)nnn1-c1nonc1N	2.3%	1%	5%	0%	0%
COc1ccc(C(=O)O)cc1S(=O)(=O)Nc1ccc2cn[nH]c2c1	0.5%	-17%	-1%	.	1%
O=C(Nn1cnc2ccccc2c1=O)c1ccc(Cl)c([N+](=O)[O-])c1	0.7%	0%	-26%	-3%	-9%
COc1ccc(-c2ccc(CCC(=O)O)n2C(C)C)cc1	0.1%	-8%	26%	-2%	0%
CCOC(=O)C1CCN(C(C)C(=O)c2c(C)[nH]c3cc(C)ccc23)CC1 (centres undefined)	1.1%	-4%	6%	-9%	-2%
COc1ccccc1OCCC(=O)OCC(=O)Nc1cccc(Br)c1	0.4%	-3%	62%	-1%	-5%
CCOc1cc(C(=O)N2CCCN(C)CC2)cc(OCC)c1OCC	i	-17%	-7%	-4%	-1%
O=C(COC(=O)C1=NN(c2ccccc2)C(=O)CC1)Nc1ccc([N+](=O)[O-])cc1C(F)(F)F	1.6%	-1%	-5%	.	-12%
CC(=O)Nc1cc(C(=O)N2CCC3(CC2)OCCO3)ccc1Sc1ccc(F)cc1	0.7%	-5%	-9%	8%	5%
Cc1ccc(F)c(C2=CC(=O)C[C@H](c3ccc(F)cc3)C2)c1	0.2%	10%	18%	.	2%
COc1ccccc1CC(NC(C)=O)C(=O)NC1CCN(C(=O)Nc2ccc(F)cc2)CC1 (centres undefined)	i	-3%	1%	5%	1%
CC1CC(C(=O)Nc2ccccc2)C(=O)O1 (centres undefined)	4.6%	-22%	-6%	10%	1%
CNCC(O)COc1ccccc1 (centres undefined)	0.0%	-4%	-5%	3%	-5%
COC(CC(=O)NNC(=S)Nc1ccccc1)OC	0.2%	2%	-21%	-3%	8%
CCc1noc(C)c1C(=O)NCCc1ccc(S(N)(=O)=O)cc1	i	1%	-1%	1%	-5%
COc1ccc(N2CCN(C(=O)C3Cc4ccccc4CN3C(=O)c3ccccc3)CC2)cc1 (centres undefined)	6.1%	10%	58%	4%	8%
CN(C(=O)COC(=O)c1ccc2[nH]c3c(c2c1)CCCC3)C1CCS(=O)(=O)C1 (centres undefined)	0.4%	6%	5%	-8%	7%
Cc1ccc(NC(=O)CSc2ccccn2)cc1S(=O)(=O)N1CCOCC1	1.8%	-15%	12%	7%	-2%
CCOC(=O)C1=C(c2ccccc2)N2CCS(=O)(=O)N=C2S1	0.1%	-4%	-12%	16%	-2%
O=C(Cc1ccccc1)NN1C(=O)c2ccccc2C1=O	2.4%	0%	-9%	-1%	2%
COc1ccc(/C=C2\SC(=S)N(CCC(=O)Nc3ccc(O)cc3)C2=O)cc1	0.9%	-2%	12%	3%	-1%
COc1ccc(Nc2nc(N)c3ccccc3n2)c(OC)c1	1.4%	2%	17%	5%	3%
Cc1ccc(CNC(=O)c2cccc3c2C(=O)c2ccc(N4CCCCC4)cc2S3(=O)=O)cc1	0.1%	9%	9%	.	-3%	inhibitors of VEEV 10K pilot screen=2.4
CC(C)CC(c1nnnn1Cc1ccccc1)N1CCC(C(N)=O)CC1 (centres undefined)	3.7%	9%	13%	3%	0%
